PglD inh – C. jejuni PglD acetyltransferase inhibitors, primary screen, biochemical, DTNB colorimetric, single point; UDP-N-acetylbacillosamine N-acetyltransferase PglD (Campylobacter jejuni); purified PglD enzyme, DTNB colorimetric CoA detection; inhibition, % at 12.5 µM; 360,000 compounds, 0.098% hits; in the data active means inhibition above about 16%, passing the limit was not always enough; further: strong numbers were not always called active
esBAF inh – Bmi1 luciferase reporter increase in mESCs, primary screen, esBAF inhibitor project, mouse ES cells, Bmi1 luciferase knock-in, single point. 24 h; 100% = twice the neutral-well signal. reporter increase, % at 12.5 µM. AID 602393, 2012. 350,000 compounds, 2% hits; in the data active means activation above about 40%;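 further: 0% = median of the plate's neutral control wells and 100% = double that signal; a rise in the Bmi1 reporter signal indicates esBAF inhibition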
RAD54 inh – inhibitors of human RAD54 branch migration, primary screen, biochemical, fluorescence, single point. 360,000 compounds, 0.14% hits. AID 602329, 2012. RAD54 Holliday junction branch migration, FAM/BHQ fluorescence. inhibition, % at 10.4 µM;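 active means mean normalized replicate activity at least 40 and at least half of replicates scoring 40 or more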;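 further: 0% = median of neutral control wells and 100% = median of positive control wells; inhibitors cause a drop in the FAM fluorescence signal; in these data hits start at about 50%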
ERp5 inh – inhibitors of ERp5-driven insulin aggregation, primary screen, biochemical, turbidity, absorbance 650 nm, single point; Protein disulfide-isomerase A6 (Homo sapiens), Q15084; 90 min; inhibition, % at 9.99 µM; 350,000 compounds, 0.05% hits;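 active means mean replicate inhibition above about 25%, with every replicate also reaching it, limit read from the data, passing the limit was not always enough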
RAD52 anneal inh – RAD52 DNA annealing inhibitors, primary screen, biochemical, FRET, single point, set 2. DNA repair protein RAD52 homolog (Homo sapiens), P43351. recombinant RAD52 DNA annealing, FRET fluorescence. inhibition, % at 18.7 µM. 360,000 compounds, 0.46% hits. AID 651710, 2012;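 active means every replicate showing at least 50% inhibition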
E-sel inducer – E-selectin induction in HUVECs, primary screen, imaging, HUVEC, immunofluorescence imaging, single point | normalized: neutral wells 0, TNF-alpha wells 100 | P16581 | activation, % at 7.58 µM | 260,000 compounds, 0.37% hits;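 active means mean E-selectin-positive cell signal at least 10% of the positive control, reached in at least 60% of replicates, without over 20% cell loss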;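 further: in these data hits start at about 27%; measured in HUVEC primary endothelial cells; signal is the percent of cells scored E-selectin positive by PE staining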
Target sequence (P16581 whole entry, looked up): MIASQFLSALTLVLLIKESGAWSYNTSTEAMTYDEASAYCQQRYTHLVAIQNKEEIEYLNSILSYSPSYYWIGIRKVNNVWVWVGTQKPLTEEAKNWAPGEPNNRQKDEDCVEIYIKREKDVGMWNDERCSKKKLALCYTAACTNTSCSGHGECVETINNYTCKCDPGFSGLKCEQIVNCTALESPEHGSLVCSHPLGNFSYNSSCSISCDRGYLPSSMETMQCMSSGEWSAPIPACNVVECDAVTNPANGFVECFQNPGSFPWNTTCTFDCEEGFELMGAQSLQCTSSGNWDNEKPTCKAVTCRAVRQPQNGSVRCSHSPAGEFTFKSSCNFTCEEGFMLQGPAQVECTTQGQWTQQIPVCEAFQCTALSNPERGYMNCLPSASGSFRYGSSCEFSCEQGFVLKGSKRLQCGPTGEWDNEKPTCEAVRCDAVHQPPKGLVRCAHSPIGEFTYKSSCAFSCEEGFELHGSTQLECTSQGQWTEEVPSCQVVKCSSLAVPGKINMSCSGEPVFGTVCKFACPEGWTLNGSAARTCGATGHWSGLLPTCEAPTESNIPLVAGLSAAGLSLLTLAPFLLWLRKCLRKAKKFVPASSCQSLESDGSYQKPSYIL
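System: HUVEC / Compound: single concentration / Signal: immunofluorescence imaging / Read-out: percent E-selectin-positive cells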
Casp6 inh – human caspase-6 inhibitors, primary screen, biochemical, VEID-R110 fluorescence, single point, set 2. inhibition, % at 12.5 µM. P55212. 350,000 compounds, 0.53% hits. purified caspase-6, Z-VEID-R110 cleavage fluorescence. AID 686996, 2013;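 active means mean inhibition across replicates at least about 35%, with every replicate also reaching that limit, limit read from the data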;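 further: 0% = median of neutral control wells and 100% = no fluorescence left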
Target sequence (P55212 24-179 limits assumed): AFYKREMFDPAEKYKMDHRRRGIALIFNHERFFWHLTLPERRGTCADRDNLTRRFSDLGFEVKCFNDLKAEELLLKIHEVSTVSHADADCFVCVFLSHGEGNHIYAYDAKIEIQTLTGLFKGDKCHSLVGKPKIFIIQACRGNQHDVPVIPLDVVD
Target sequence (P55212 194-293 limits assumed): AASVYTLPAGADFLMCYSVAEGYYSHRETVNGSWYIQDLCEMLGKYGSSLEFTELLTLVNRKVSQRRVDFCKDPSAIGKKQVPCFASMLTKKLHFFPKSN
ARNT-TACC3 inh – disruptors of ARNT/TACC3 protein interaction, primary screen, biochemical, AlphaScreen, single concentration; Transforming acidic coiled-coil-containing protein 3 (Homo sapiens), Q9Y6A5; AlphaScreen His-ARNT PAS-B/GST-TACC3 binding, luminescence; TACC3 fragment carries E629A point mutation; inhibition, % at 9.99 µM; 390,000 compounds, 0.66% hits; AID 623870, 2012;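 active means mean inhibition of replicates at least 50% and at least half of replicates each reaching 50%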;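 further: 0% = complete ARNT plus TACC3 wells and 100% = ARNT alone without TACC3; many hits fall short of the cut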
Starred values were filed as active, the others as inactive; . = no result given.

SMILES	PglD inh	esBAF inh	RAD54 inh	ERp5 inh	RAD52 anneal inh	E-sel inducer	Casp6 inh	ARNT-TACC3 inh
Cc1ccc(C(O)c2ncc(-c3ccc4ccccc4c3)[nH]2)c(C)c1 (centres undefined)	4	.	-16	9	-11	4.0	0	.
C[C@H](O)[C@@H]1C(=O)N2CCc3c([nH]c4ccccc34)[C@@H]2C[C@@H]1N(C)C(=O)c1ccco1	-8	2	-1	1	-36	-0.1	2	.
O=C(NCCN1CCCCC1)Nc1ccccc1Cl	-1	-2	9	2	-25	.	-6	-2
CCC(C(=O)NCc1ccco1)n1nc(C)c2c(C)n(-c3ccc(C)cc3)nc2c1=O (centres undefined)	-5	-2	6	3	-8	.	-2	-3
Fc1ccc2cnc(-c3ccccc3)cc2c1	-2	59*	2	-5	-3	6.3	-1	-1
CCc1ccc(N2Cc3ccccc3C2)cc1	.	.	.	3	3	.	0	7
NC(N)=N/N=C/c1ccc(OCc2ccccc2Cl)cc1	1	-3	13	-1	27	.	-6	11
CCC1Cc2c(nc(N)c3c(N)nc(N4CCCCC4)c(C#N)c23)O1 (centres undefined)	.	.	.	4	-24	5.8	4	-21
CC1(C)CC(=O)C=C(Nc2cccc(F)c2)C1	-3	-6	7	-1	-3	.	-5	-8
O=C(Nc1ccc(NC(=S)NC(=O)C(c2ccccc2)c2ccccc2)cc1)c1ccccc1	5	-11	2	.	.	.	.	3
O=C(C[C@@H]1CC[C@@H]2[C@H](COC[C@H](O)CN2C(=O)Nc2ccc(C(F)(F)F)cc2)O1)NCC1CC1	-3	3	9	-3	-3	0.7	-1	12
COc1ccccc1N(CC(O)CN(c1ccccc1)S(C)(=O)=O)S(=O)(=O)c1ccccc1 (centres undefined)	-1	-4	-3	.	.	.	.	10
Cc1c(Cl)c([N+](=O)[O-])nn1CCCC(=O)Nc1c(Cl)cccc1Cl	0	0	1	.	.	.	.	0
CC(=O)C(C)Oc1ccc2c3c(c(=O)oc2c1)CCCC3 (centres undefined)	8	31	16	.	.	.	.	-3
O=C(Cn1nc(Cl)nc1Cl)c1ccc(F)cc1	-6	-13	-8	1	-2	.	0	-7
Cc1cc(Cl)ccc1OCC(=O)OCC(=O)Nc1ccc(Cl)cn1	-1	6	1	19	-131	.	2	.
Cn1c(NCCO)nc2c1c(=O)n(Cc1ccc(F)cc1)c(=O)n2C	-1	0	-8	3	-12	.	-7	5
Cc1ccc(S(=O)(=O)NC(=O)C2(C)CCN2C(=O)Cc2ccc(-c3ccccc3)cc2)nc1 (centres undefined)	-1	8	-12	-2	-8	-0.3	0	.
Cc1ccnc(SC2CC(=O)N(c3ccc(F)cc3)C2=O)n1 (centres undefined)	0	-3	-9	6	-4	0.2	-1	-5
[N-]=[N+]=Nc1ccccc1C[C@@]1(C(=O)NCc2ccccc2)N=C(c2ccc(OCCCO)cc2)O[C@@H]1c1ccccc1N=[N+]=[N-]	-5	.	-1	-3	-26	.	0	15

Compound profiles (already shown).
Record of Cc1cc(Cl)ccc1OCC(=O)OCC(=O)Nc1ccc(Cl)cn1 : PglD inh = -1; esBAF inh = 6; RAD54 inh = 1; ERp5 inh = 19; RAD52 anneal inh = -131; E-sel inducer = .; Casp6 inh = 2; ARNT-TACC3 inh = .
Record of O=C(Nc1ccc(NC(=S)NC(=O)C(c2ccccc2)c2ccccc2)cc1)c1ccccc1 : PglD inh = 5; esBAF inh = -11; RAD54 inh = 2; ERp5 inh = .; RAD52 anneal inh = .; E-sel inducer = .; Casp6 inh = .; ARNT-TACC3 inh = 3

(more compounds)
SMILES	PglD inh	esBAF inh	RAD54 inh	ERp5 inh	RAD52 anneal inh	E-sel inducer	Casp6 inh	ARNT-TACC3 inh
COC(=O)c1ccc2[nH]c([C@H](C)O)c([C@H](C)O)c2c1	1	5	0	1	-41	0.1	-1	2
CCC(=O)N1CCCCN2[C@@H](CO)[C@H](c3ccc(C#Cc4cccnc4)cc3)[C@@H]2C1	-1	0	-12	9	-1	-0.3	0	0
O=C(Nc1ccc2ccccc2c1)c1ccccc1O	-3	.	10	1	-12	0.7	-2	-5
COC(=O)C[C@@H]1CC[C@@H]2[C@H](COc3ccc(NC(=O)Nc4cccc(Cl)c4)cc3C(=O)N2C)O1	-1	-1	2	3	-9	0.2	0	14
Cc1cc(=O)oc2c(C(=O)/C=C/c3ccccc3)c(O)ccc12	-2	-1	-5	.	.	.	.	2
COc1ccc(NC(=O)N(C)C[C@@H]2Oc3c(NS(=O)(=O)c4ccc(Cl)cc4)cccc3C(=O)N([C@H](C)CO)C[C@@H]2C)cc1	0	-6	-2	-7	-26	-0.1	3	16
CC(C)NC(=O)/C(C#N)=C\c1ccc(N(C)C)o1	.	.	.	-7	-257	.	4	6
CCCCn1c(C)cc2cc(O)ccc21	-1	-1	1	.	.	.	.	3
C[C@@H]1CN([C@@H](C)CO)C(=O)Cc2cc(NC(=O)C3CC3)ccc2O[C@H]1CN(C)Cc1ccc(-c2ccccc2)cc1	2	-3	-4	2	-12	1.3	-2	15
Cc1nnc(NC(=O)C2CCN(C(=O)c3ccco3)CC2)s1	7	1	2	4	-14	.	0	25
C[C@H]1CN([C@@H](C)CO)C(=O)c2cc(-c3ccncc3)cnc2O[C@@H]1CN(C)Cc1ccc(Oc2ccccc2)cc1	0	-5	-2	-1	-6	0.3	0	4
O=C(Cc1ccc([N+](=O)[O-])cc1)N1N=C(c2ccncc2)CC1(O)C(F)(F)F (centres undefined)	.	.	.	0	-7	.	-2	6
CC(C)(C)NC(=O)CN(C(=O)C(=O)Nc1ccc2c(c1)OCCO2)N1CCOCC1	2	-2	0	5	-2	.	1	-5
COc1cc(/C=C/c2ccc3cccc(O)c3n2)cc(Cl)c1OC	5	-4	7	-1	-12	0.6	-2	-10
C[C@@H]1CCCCO[C@H](CN(C)S(C)(=O)=O)[C@@H](C)CN([C@@H](C)CO)C(=O)c2cc(N(C)C)ccc2O1	5	-1	-9	3	-21	-0.7	-1	7
C[C@H](CO)N1C[C@H](C)[C@H](CN(C)Cc2ccccc2)OCc2cnnn2CCCC1=O	-5	-2	-7	3	3	0.4	1	-4
COc1ccccc1N(CC(=O)Nc1ccccc1)S(=O)(=O)c1cccs1	3	19	-11	3	-17	.	2	3
COC(=O)c1cccc(-n2c(C)cc(C=O)c2C)c1C	-1	31	-4	8	-5	0.3	4	3
CO[C@@H]1CN(C)C(=O)c2ccc(NC(C)=O)cc2OC[C@H](C)N(C(=O)C2CCCCC2)C[C@@H]1C	0	-3	13	1	6	-0.3	2	-12
COc1ccc(S(=O)(=O)N(C)C[C@H]2Oc3ccc(NS(=O)(=O)c4ccc(F)cc4)cc3C(=O)N([C@@H](C)CO)C[C@@H]2C)cc1	-2	3	-8	-1	-1	-0.2	-2	-4
O=C(C[C@@H]1CC[C@@H](NC(=O)C2CCOCC2)[C@H](CO)O1)NCC1CCCCC1	-5	0	-7	3	3	-0.2	1	12
CCC(=O)c1ccc(OCC(=O)Nc2nc(C)cs2)cc1	4	33	10	-1	-44	0.0	-3	-3
CCOC(=O)[C@]12CCCC=C1N(Cc1ccc3c(c1)OCO3)C(=O)[C@H](CC(=O)NCc1ccc(C)o1)C2	.	.	.	2	-37	-0.1	-1	.
O=C(NC(=S)NC1C2CC3CC(C2)CC1C3)C12CC3CC(CC(C3)C1)C2 (centres undefined)	.	.	.	-1	-1	0.1	2	3
COc1ccccc1OCCC(=O)OCC(=O)Nc1ccc(Br)cc1F	.	.	.	1	-17	6.2	-1	-6
CCCSc1nnc(-c2ccccc2NC(=O)CC)c(=O)[nH]1	0	14	-4	.	.	.	.	-7
Cc1nc2ccc(NC(=O)c3cccnc3)cc2s1	.	.	.	0	-130	.	0	5
CCOC(=O)c1c(C)[nH]c(C)c1S(=O)(=O)NCC1CCN(Cc2cccc(Cl)c2)CC1	5	3	-8	0	-41	0.0	-10	-2
CCn1cc([N+](=O)[O-])c(C(=O)Nc2ccc(Br)cn2)n1	-3	10	3	.	.	.	.	-3
COC(=O)c1ccccc1NC(=O)C/C(C)=N/NC(=O)Cc1ccc(Cl)cc1	-2	4	-8	3	-23	0.1	0	-1
O=C1C=C(Nc2ccc(Cl)cc2)CC(c2ccc(Cl)cc2)C1 (centres undefined)	-2	8	4	.	.	.	.	-2
C[C@@H]1CN([C@@H](C)CO)C(=O)Cc2cc(NC(=O)Nc3cccc4ccccc34)ccc2O[C@@H]1CN(C)Cc1ccncc1	-4	-3	2	-1	3	.	1	0
Cc1nnc(SCc2nc3ccccc3s2)n1-c1ccccc1	3	72*	-6	.	.	.	.	-2
COc1ccc(NC(=O)CSc2nc(O)cc(=O)n2-c2ccc(OC)cc2)cc1	.	2	.	-1	-25	.	1	5
CCn1c(/N=C/c2ccccc2NS(=O)(=O)c2ccc(C)cc2)nc2ccccc21	6	-4	1	.	.	.	.	-19
C[C@H]1CN([C@@H](C)CO)C(=O)c2cc(N(C)C)ccc2O[C@@H]1CN(C)C(=O)Nc1ccc2c(c1)OCO2	0	0	4	-1	-2	-9.3	0	12
CCn1c(C)c(C)c2cc(C(=O)NCCCN3CCCCCC3)ccc21	-2	0	7	3	-21	.	-77	21
CCCOc1ccc(C(=O)CCC(=O)OC(C)C(=O)Nc2ccc(NC(C)=O)cc2)cc1 (centres undefined)	.	.	.	0	3	-0.1	0	-15
Cc1cc(C)cc(CC(CC(=O)Nc2ccc(Cl)cc2)C(=O)O)c1 (centres undefined)	-2	-4	-5	-2	-11	.	-2	-8
Cc1noc(C)c1NC(=O)Nc1ccc2c(c1)C(=O)N([C@H](C)CO)C[C@@H](C)[C@H](CN(C)Cc1ccc(Cl)c(Cl)c1)O2	0	-5	-1	4	13	-5.1	0	1
COc1ccc(-c2cn3cccnc3n2)cc1NC(=O)c1ccc(Br)o1	-1	7	1	.	.	.	.	-1
Cc1ccc(-c2c[n+](CC(=O)Nc3cc(=O)n(C)c(=O)n3C)c3n2CCC3)cc1	-4	0	3	.	.	.	.	0
CCn1c(N)c(C(=O)NCC2CCCO2)sc1=S (centres undefined)	-1	3	-10	.	.	.	.	0
CCC/C=N/NC(=O)C1COc2ccccc2O1 (centres undefined)	.	.	.	1	-4	2.0	-2	-6
COc1ccc(CCNC(=O)CCc2ccsc2)cc1OC	-4	0	-9	4	-19	0.9	-2	-16
CC1=NC(C(F)(F)F)(C(F)(F)F)C2=C(CC(C)(C)CC2=O)N1Cc1ccco1	-4	-7	0	.	.	.	.	3
CCOc1ccc(-c2nnc(SCC(=O)Nc3ccc4c(c3)c3ccccc3n4CC)n2N)cc1	0	-1	6	.	.	.	.	2
O=C(NNC(=O)c1sccc1-n1cccc1)c1cccs1	1	.	-2	5	1	1.3	3	-2
Cc1noc(C)c1S(=O)(=O)Nc1ccc2c(c1)CC(=O)N([C@H](C)CO)C[C@@H](C)[C@@H](CN(C)C(=O)Nc1ccc3c(c1)OCO3)O2	1	0	6	.	.	-5.0	.	2
Cc1nc(N)ncc1CCC1OCCO1	.	.	.	-4	-1	-0.1	-4	.
Clc1cccc(CNc2ccn3nc(-c4cccc(OCc5ccccc5)c4)cc3n2)c1	3	2	-7	-12	-24	0.0	-3	.
COc1ccc2cc(OCC(=O)NNC(=O)Nc3ccc(OC)c(OC)c3)ccc2c1	8	.	-8	-2	-25	-0.1	-3	-4
COc1ccc(CNC(=O)C[C@@H]2C=C[C@@H](NC(=O)Nc3ccc4c(c3)OCO4)[C@H](CO)O2)cc1	0	-2	0	-5	-6	1.0	1	0
COC(=O)CSC(=S)N1CCCC(C)C1 (centres undefined)	.	.	.	12	-8	0.1	-3	-5
